# SENP6 block: blocks the human protease SENP6; actives 1.8% (n = 330,000); Recombinant SENP6 catalytic domain, aminoluciferin luminescence; Q9GZR1; inhibition, % at 10 µM;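 active = inhibition above about 50% at the single tested dose, limit read from the data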;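 note: plate controls were DMSO wells with enzyme for no effect and DMSO wells lacking enzyme for full effect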
# SENP1 FRET inh: blocks the human SENP1 SUMO protease catalytic domain; actives 0.21% (n = 360,000); recombinant SENP1 catalytic domain, CyPet-SUMO1-YPet FRET cleavage; inhibition, % at 10 µM; Q9P0U3;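 active = inhibition at least 30% at 10 µM, raw YFP signal under a set limit, fluorescence ratio 0.5 to 1.5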;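 note: 0% = enzyme with DMSO and 100% = no enzyme wells; some results filed as inactive read as strong as hits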
#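 Material: hSENP1 catalytic domain, recombinant; medium: Tris pH 8 with BME, BSA, NP40 and catalase; compound: single concentration of 10 µM compound, 0.5% DMSO final; technique: FRET read of cyan and yellow fluorescence; timing: 50 min enzyme reaction, room temperature, light-protected; reagent: SFCypet-SUMO1-SFYpet substrate at 25 nM; control set: no-enzyme low, enzyme-DMSO high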
# SENP8 block-1: blocks the human protease SENP8; Q96LD8; purified SENP8, Z-RLRGG-aminoluciferin cleavage, luminescence; inhibition, % at 10 µM; actives 1.2% (n = 330,000); AID 2540; in the data active = inhibition above about 50%
# A3G deaminase: APOBEC3G (human) deaminase inhibition; inhibition, % at 20 µM; actives 0.28% (n = 330,000); recombinant A3G, ssDNA deamination FAM/TAMRA fluorescence; Q9HC16;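 active = inhibition of at least 40% at 20 µM, with no more than 30% in the related APOBEC3A deaminase screen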;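 note: plate controls were DMSO wells with A3G for no effect and wells lacking A3G enzyme for full effect; some compounds called inactive have numbers as strong as hits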
# Apaf1 inhib: inhibitors of human Apaf-1 apoptosome; actives 0.71% (n = 330,000); inhibition, % at 20 µM; reconstituted apoptosome caspase-3 activity, DEVD-Rh110 fluorescence; AID 489030; active = inhibition of at least 40% at 20 µM;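 note: plate controls were DMSO wells for no effect and DEVD-CHO caspase inhibitor wells for full effect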
# Target sequence (O14727 whole entry, looked up): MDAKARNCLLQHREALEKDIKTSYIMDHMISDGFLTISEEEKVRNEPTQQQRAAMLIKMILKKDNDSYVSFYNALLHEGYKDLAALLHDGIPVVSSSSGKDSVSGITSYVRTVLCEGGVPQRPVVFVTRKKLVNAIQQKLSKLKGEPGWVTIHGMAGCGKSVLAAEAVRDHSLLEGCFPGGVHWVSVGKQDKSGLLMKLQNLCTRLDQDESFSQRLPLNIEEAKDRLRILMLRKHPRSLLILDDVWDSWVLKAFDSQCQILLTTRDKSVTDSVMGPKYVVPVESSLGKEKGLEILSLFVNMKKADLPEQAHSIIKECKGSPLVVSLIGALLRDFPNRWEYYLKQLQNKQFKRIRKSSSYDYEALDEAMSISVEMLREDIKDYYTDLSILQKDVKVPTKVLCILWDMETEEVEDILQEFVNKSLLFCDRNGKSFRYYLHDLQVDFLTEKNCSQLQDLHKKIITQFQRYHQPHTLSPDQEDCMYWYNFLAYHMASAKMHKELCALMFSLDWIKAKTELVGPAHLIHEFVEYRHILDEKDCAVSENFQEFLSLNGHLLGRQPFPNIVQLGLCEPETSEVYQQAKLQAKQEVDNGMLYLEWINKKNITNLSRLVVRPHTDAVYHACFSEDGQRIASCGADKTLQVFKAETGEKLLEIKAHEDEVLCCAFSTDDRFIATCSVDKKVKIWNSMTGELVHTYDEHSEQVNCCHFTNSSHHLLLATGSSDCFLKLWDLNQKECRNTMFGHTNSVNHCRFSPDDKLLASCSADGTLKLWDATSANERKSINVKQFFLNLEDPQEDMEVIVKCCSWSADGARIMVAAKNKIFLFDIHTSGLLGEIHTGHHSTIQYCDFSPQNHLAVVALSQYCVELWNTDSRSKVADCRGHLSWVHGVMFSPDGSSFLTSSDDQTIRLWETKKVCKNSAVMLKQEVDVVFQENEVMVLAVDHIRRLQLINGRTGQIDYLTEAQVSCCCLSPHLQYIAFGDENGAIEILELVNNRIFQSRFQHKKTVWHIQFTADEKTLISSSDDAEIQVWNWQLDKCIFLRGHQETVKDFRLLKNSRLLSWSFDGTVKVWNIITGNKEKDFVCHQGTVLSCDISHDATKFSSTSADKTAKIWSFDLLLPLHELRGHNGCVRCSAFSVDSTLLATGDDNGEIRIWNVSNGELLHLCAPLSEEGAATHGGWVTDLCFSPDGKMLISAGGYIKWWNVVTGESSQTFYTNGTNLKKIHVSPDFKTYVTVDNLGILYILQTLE
#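 Material: biochemical Apaf-1 apoptosome reconstitution. Medium: Hepes buffer, pH 7.5. Also added: cytochrome c activation, bis-DEVD rhodamine 110 substrate. Timing: 30 min compound preincubation, 50 min activation, room temperature. Measured by: rhodamine 110 fluorescence at Ex 480/Em 540 nm.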
# UBC13 inh: blocks human UBC13 polyubiquitin chain formation; AID 485273; P61088; actives 0.47% (n = 330,000); inhibition, % at 20 µM; TR-FRET; in the data active = inhibition above about 45%, passing the limit was not always enough; inconclusive = no clear call, values can overlap the other calls
# SENP7 inh: inhibitors of human SENP7 protease; Q9BQF6; recombinant SENP7, Z-RLRGG-aminoluciferin luminescence, 40 min; inhibition, % at 5 µM; actives 1.5% (n = 330,000); AID 434973;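 active = inhibition above about 50% at the single test dose, limit read from the data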;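 note: plate controls were DMSO with enzyme for no effect and no enzyme buffer wells for full effect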
# SENP8 block-2: blocks human SENP8 cleavage of Nedd8 substrate; Q96LD8; recombinant SENP8, Nedd8 substrate fluorescence; actives 0.64% (n = 360,000); inhibition, % at 20 µM; AID 602440; in the data active = inhibition mostly above about 40%, no sharp cut-off; inactive = mostly below about 27%
# * hit, by the source's call; i = inactive; u = inconclusive; x = no result given.
SMILES,SENP6 block,SENP1 FRET inh,SENP8 block-1,A3G deaminase,Apaf1 inhib,UBC13 inh,SENP7 inh,SENP8 block-2
O=C(CN1CCN(S(=O)(=O)c2ccccc2)CC1)Nc1ccnn1C1CCCC1,7,-3,-14,-5,3,-9,-13,5
CCCNc1c(NC(=O)COc2ccc(Cl)cc2)c(=O)oc2ccccc12,9,3,-7,-5,-11,5,5,7
CNC(=O)c1ccc(-c2nc(-c3ccccc3)cs2)cc1,2,4,-3,-2,8,1,4,-243
COC(=O)c1ccc2c(=O)n(CCCCCC(=O)O)c(=S)[nH]c2c1,5,0,-2,4,3,7,-2,-8
COC(=O)CSc1nsc(SCC(=O)OC)n1,0,1,-3,17,18,-11,9,7
Cc1cccc(Nc2nnc(SCC(=O)NC3CCCc4ccccc43)s2)c1C (configuration not stated),-21,-1,-8,-10,17,12,-1,2
COc1cccc(NC(=O)CN(C)C(=O)CCCNC(=O)c2ccc(Cl)cc2)c1,-23,1,-11,-3,8,-11,-6,13
COc1ccc(NS(=O)(=O)c2cccc(Cl)c2)cc1S(=O)(=O)N1CCCCC1,-2,1,0,3,12,3,-4,18
O=C(CSc1ncc(-c2ccccc2)n1C1CCCC1)N1CCc2ccccc21,6,-12,6,2,11,-4,-4,-11
Cc1ccc(Sc2ncccc2COC(=O)Nc2c(C)cccc2C)cc1,-1,4,11,-3,16,5,-7,20
CCc1nc(CNC(=O)C2CCC(=O)N(Cc3ccccc3F)C2)no1 (configuration not stated),4,-3,-4,0,3,0,-5,5
COCCNC(=O)c1cc(OC)c(OC)cc1[N+](=O)[O-],-12,4,-8,-7,-17,3,-8,12
CCOC(=O)/C(N=Nc1ccc(Cl)cc1)=C(/O)c1ccc([N+](=O)[O-])cc1,-4,3,3,0,-9,1,3,32
CC(CCl)OC(C)CCl (configuration not stated),-13,2,7,-3,1,3,1,2
CCOc1ccc(S(=O)(=O)NCCC(=O)OC(C)C(=O)N2CCc3ccccc32)cc1 (configuration not stated),8,0,-8,0,7,6,2,13
CCN(CC)c1cc(Cl)c2nonc2c1N,44,15,17,-9,-10,-16,10,37
COc1ccc(NS(=O)(=O)c2cccc(C(=O)N/N=C(\C)c3cccnc3)c2)cc1,-4,2,7,-5,-3,7,-1,16
Cc1nnc(NC(=O)c2ccc(S(=O)(=O)N(C)c3ccccc3)cc2)s1,2,2,-1,-7,-6,-2,2,-8
NNC(=O)/C=C/c1ccc(Cl)cc1Cl,-4,2,-2,-3,-5,7,-1,2
Cc1ccc(NC(=O)c2cc3c(=O)oc4ccc(C)cc4c3s2)nc1,8,x,11,-6,-29,9,-1,x
Cn1c(=O)c2c(nc(N/N=C/c3ccc(OC(=O)c4ccco4)cc3)n2Cc2ccccc2)n(C)c1=O,-23,0,-3,-7,23,-2,4,-211
CC(C)(C)c1ccc(C(=O)Nc2ccc(C(=O)NCc3cccnc3)cc2)cc1,2,2,4,-2,22,0,-8,1
CC12CCC(C(=O)N/N=C/c3ccc(O)cc3O)(OC1=O)C2(C)C (configuration not stated),-7,-7,-8,-6,-9,-10,-10,-2
CCn1nnnc1Oc1ccc(Cl)cc1,4,1,3,-2,-19,2,6,19
CCCCNC(=O)c1sc2ncnc(N3CCc4ccccc4C3)c2c1C,-9,-1,0,4,29,10,9,-25
# Following part.
SMILES,SENP6 block,SENP1 FRET inh,SENP8 block-1,A3G deaminase,Apaf1 inhib,UBC13 inh,SENP7 inh,SENP8 block-2
CCOC(=O)N1CCN(c2cc(=O)n(-c3ccc(OC)cc3)c(=O)[nH]2)CC1,11,3,4,0,-10,8,0,9
O=c1[nH]c2ccccc2c(O)c1-c1cc2ccccc2oc1=O,11,x,4,3,-1,-2,4,x
Cc1onc(-c2c(F)cccc2Cl)c1C(=O)Nc1nc2c(s1)CCCC2,-14,-4,5,-8,4,4,-2,-84
Cc1cc(C(=O)OCC(=O)Nc2cccc(S(N)(=O)=O)c2)c2ccccc2n1,-22,6,-1,-7,-21,17,-5,9
S=C(NCc1cccnc1)c1ccccc1,18,1,6,1,5,6,-2,10
Cc1noc(C)c1NC(=O)N(C)C[C@H]1Oc2ccc(NC(=O)CCC(F)(F)F)cc2C(=O)N([C@H](C)CO)C[C@@H]1C,-5,-1,3,-10,-4,14,0,2
COc1ccccc1OCCCCn1c(C(C)O)nc2ccccc21 (configuration not stated),-34,2,-1,-3,2,8,0,16
Cn1c(O)c(N=Nc2ccccc2)c2ccccc21,3,2,-1,-3,15,-3,2,3
Cc1ccc(CNc2ncnc3cc(Cl)ccc23)cc1,2,0,9,-3,7,2,-1,-13
NC(=O)COC(=O)c1cc(=O)[nH]c2ccc(S(=O)(=O)Nc3ccc(F)cc3)cc12,-2,1,0,-1,13,2,8,-2
O=C1CCCc2c1nc(-c1ccccc1F)n2O,-1,1,0,-7,-7,6,0,-117
COC(=O)C1=CO[C@@H](O[C@@H]2OC(CO)[C@@H](O)[C@@H](O)[C@@H]2O)C2C1CC[C@]2(C)O (some centres not stated),2,5,-7,24,3,6,-4,30
CC(=O)c1ccc(S(=O)(=O)NCc2nnnn2-c2ccccc2)cc1,-4,1,2,-9,-10,2,-9,-4
CCC(CO)NCCNC(CC)CO (configuration not stated),-10,1,13,-11,-8,12,3,1
Cc1nc(=O)c(-c2ccccc2)c(C)n1-c1ccc(S(N)(=O)=O)cc1,-24,-1,-10,-4,6,-10,-4,9
COCCN1C(=O)C(=O)/C(=C(/O)c2ccc(S(=O)(=O)N3CCOCC3)cc2)C1c1cccc([N+](=O)[O-])c1 (configuration not stated),10,0,-2,-2,-2,-4,2,13
CCCOc1c(Cl)cc(C(=O)Nc2ccc3c(c2)OCO3)cc1OCC,0,1,-1,0,23,1,4,9
CC(=O)c1cccc(OCc2cc(C(=O)N(C)Cc3ccc(C)o3)no2)c1,0,-9,-6,-2,7,-1,18,3
CCc1noc(C)c1C(=O)N(C)CC(=O)Nc1ccc(OC)cc1,-1,2,12,0,4,3,-5,15
COc1ccc(Cl)cc1NC(=O)c1ccco1,-11,1,3,-6,3,9,6,2
Clc1ccc(-c2nnc(-c3ccccc3)c(-c3c[nH]c4ccccc34)n2)cc1,-8,-11,-7,-6,0,-11,-1,3
CC(=O)Nc1nc2c(C)c(Cl)ccc2s1,6,1,3,-3,-14,9,4,16
Cc1ccc(N2CC(C(=O)NCc3ccc(C)n3C)CC2=O)cc1 (configuration not stated),-10,-2,1,-5,9,-12,-5,-1
CCOC(=O)C1=C(CNCc2ccccc2Cl)NC(=O)NC1c1cccc([N+](=O)[O-])c1 (configuration not stated),-9,2,2,-11,-4,2,-1,20
COc1ccc(CCNC(=O)CCC(=O)N2CCOc3ccccc32)cc1OC,15,3,7,2,-11,2,3,7

# 3 compounds already listed, ordered by formula weight, highest first.
SMILES,SENP6 block,SENP1 FRET inh,SENP8 block-1,A3G deaminase,Apaf1 inhib,UBC13 inh,SENP7 inh,SENP8 block-2
CCOC(=O)C1=C(CNCc2ccccc2Cl)NC(=O)NC1c1cccc([N+](=O)[O-])c1 (configuration not stated),-9,2,2,-11,-4,2,-1,20
Clc1ccc(-c2nnc(-c3ccccc3)c(-c3c[nH]c4ccccc34)n2)cc1,-8,-11,-7,-6,0,-11,-1,3
Cc1ccc(CNc2ncnc3cc(Cl)ccc23)cc1,2,0,9,-3,7,2,-1,-13

# Shown with each value named: 2 of the compounds above
SMILES: CCCCNC(=O)c1sc2ncnc(N3CCc4ccccc4C3)c2c1C
  SENP6 block: -9	SENP1 FRET inh: -1	SENP8 block-1: 0	A3G deaminase: 4	Apaf1 inhib: 29	UBC13 inh: 10	SENP7 inh: 9	SENP8 block-2: -25

SMILES: CCOC(=O)N1CCN(c2cc(=O)n(-c3ccc(OC)cc3)c(=O)[nH]2)CC1
  SENP6 block: 11	SENP1 FRET inh: 3	SENP8 block-1: 4	A3G deaminase: 0	Apaf1 inhib: -10	UBC13 inh: 8	SENP7 inh: 0	SENP8 block-2: 9

# Next part:
SMILES,SENP6 block,SENP1 FRET inh,SENP8 block-1,A3G deaminase,Apaf1 inhib,UBC13 inh,SENP7 inh,SENP8 block-2
Cc1ccc(C)c(C(=O)OCC(=O)Nc2ccc(N3CCOCC3)cc2)c1,9,2,0,-6,-14,3,6,-18
CCc1cc2c(=O)c(-c3ccon3)c(N)oc2cc1OC,-15,-1,-7,-6,-24,6,21,1
Cc1cccc(NC(=O)c2cnc3n(c2=O)CCS3)c1,-8,3,4,-1,2,-3,5,-6
CC(=O)n1cc([C@@H]2C=C(C(=O)N3CCN(Cc4ccc5c(c4)OCO5)CC3)O[C@H](OCCCCO)C2)c2ccccc21,6,-3,5,-7,13,29,-4,-1
COc1ccc(C(=O)O/N=C(\N)Cc2ccc(Cl)cc2Cl)cc1OC,-25,1,-6,-10,1,14,-3,16
O=C(CCN1C(=O)/C(=C/c2ccco2)SC1=S)Nc1ccc(C(=O)O)c(O)c1,-8,0,3,39,7,-2,5,24
CN(C(=O)CN1C(=O)/C(=C/c2ccccc2Cl)SC1=S)C1CCS(=O)(=O)C1 (configuration not stated),-7,1,-16,-6,11,-10,-14,14
CN(C)c1ccc(N=C/C=C2\N(C)c3ccccc3C2(C)C)cc1,-17,10,-4,-3,10,-188,9,22
COc1ccc(Cl)cc1-c1n[nH]c(=S)o1,-13,0,-5,-3,6,u,-6,i
CCCOC(=O)NC(CC)COC(=O)Nc1cc(C)ccc1C (configuration not stated),-5,1,9,-2,3,3,-1,-23
COc1ccc(CNC(=O)C(c2ccc(C)o2)N(Cc2cccs2)C(=O)Cc2cccs2)cc1 (configuration not stated),6,-8,-6,-1,19,5,6,-6
CCCC1CC(C(=O)NC(C(C)Cl)C2OC(SC)C(O)C(O)C2O)N(C)C1 (configuration not stated),-2,2,-4,-6,-7,-4,7,4
O=C1c2oc3ccccc3c(=O)c2C(c2cccs2)N1CCCN1CCOCC1 (configuration not stated),2,4,2,-2,1,-4,-1,-20
O=C(COC(=O)CCC(=O)c1ccc(F)cc1)Nc1ccc2[nH]c(=O)[nH]c2c1,-10,5,-1,-8,-12,2,7,-6
O=C(N/N=C/c1c(Cl)cccc1Cl)c1ccccc1F,-6,2,3,6,14,-11,8,4

# Some entries already given with just SENP8 block-2 and A3G deaminase.
mol	SENP8 block-2	A3G deaminase
COc1ccc(CNC(=O)C(c2ccc(C)o2)N(Cc2cccs2)C(=O)Cc2cccs2)cc1 (configuration not stated)	-6	-1
COc1ccc(C(=O)O/N=C(\N)Cc2ccc(Cl)cc2Cl)cc1OC	16	-10
Cc1ccc(C)c(C(=O)OCC(=O)Nc2ccc(N3CCOCC3)cc2)c1	-18	-6
CN(C)c1ccc(N=C/C=C2\N(C)c3ccccc3C2(C)C)cc1	22	-3

# Record cards, as listed above:
# Listed for COc1ccccc1OCCCCn1c(C(C)O)nc2ccccc21 (configuration not stated) = SENP6 block = -34; SENP1 FRET inh = 2; SENP8 block-1 = -1; A3G deaminase = -3; Apaf1 inhib = 2; UBC13 inh = 8; SENP7 inh = 0; SENP8 block-2 = 16
# Listed for O=C1CCCc2c1nc(-c1ccccc1F)n2O = SENP6 block = -1; SENP1 FRET inh = 1; SENP8 block-1 = 0; A3G deaminase = -7; Apaf1 inhib = -7; UBC13 inh = 6; SENP7 inh = 0; SENP8 block-2 = -117

# Not a hit list; overall some 3.6% were active at least once.
